NPR1 activator: GC-A (human) enzyme activation; P16066; HEK293 GC-A cells, cGMP TR-FRET, EC30 ANP; 0% at EC30 ANP, 100% saturating ANP; activation, % at 10 µM; actives 0.14% (n = 370,000); AID 1671463; in the data active = activation above about 40%
Target sequence (P16066 whole entry, looked up): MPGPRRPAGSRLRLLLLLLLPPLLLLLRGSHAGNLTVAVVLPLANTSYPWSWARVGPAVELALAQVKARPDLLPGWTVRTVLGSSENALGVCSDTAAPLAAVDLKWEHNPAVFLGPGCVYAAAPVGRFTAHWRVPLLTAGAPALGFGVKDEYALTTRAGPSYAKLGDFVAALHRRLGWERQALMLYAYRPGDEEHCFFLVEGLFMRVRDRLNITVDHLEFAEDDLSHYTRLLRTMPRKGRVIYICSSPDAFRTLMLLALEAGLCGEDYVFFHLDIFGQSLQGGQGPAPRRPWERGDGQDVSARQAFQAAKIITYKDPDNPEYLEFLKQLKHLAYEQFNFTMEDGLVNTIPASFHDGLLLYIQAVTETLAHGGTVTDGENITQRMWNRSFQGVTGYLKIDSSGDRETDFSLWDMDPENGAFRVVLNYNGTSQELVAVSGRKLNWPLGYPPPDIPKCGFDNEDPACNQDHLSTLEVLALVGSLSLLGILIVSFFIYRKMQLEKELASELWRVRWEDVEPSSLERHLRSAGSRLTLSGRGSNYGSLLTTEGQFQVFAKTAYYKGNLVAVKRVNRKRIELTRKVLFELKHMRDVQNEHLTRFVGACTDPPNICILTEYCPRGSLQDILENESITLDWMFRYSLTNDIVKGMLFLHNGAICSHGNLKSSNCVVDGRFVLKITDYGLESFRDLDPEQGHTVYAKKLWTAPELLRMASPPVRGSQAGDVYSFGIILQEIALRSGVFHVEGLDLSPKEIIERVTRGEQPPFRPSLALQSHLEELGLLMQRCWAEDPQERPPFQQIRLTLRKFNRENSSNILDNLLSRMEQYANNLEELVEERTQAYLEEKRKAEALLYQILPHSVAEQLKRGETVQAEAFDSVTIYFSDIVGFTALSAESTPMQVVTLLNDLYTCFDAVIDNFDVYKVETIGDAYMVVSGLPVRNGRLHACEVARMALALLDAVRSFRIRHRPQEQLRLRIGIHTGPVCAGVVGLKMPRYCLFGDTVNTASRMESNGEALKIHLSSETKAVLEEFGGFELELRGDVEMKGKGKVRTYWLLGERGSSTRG
GC-B act: GC-B (human) receptor activation; actives 0.11% (n = 370,000); P20594; activation, % at 10 µM; HEK293-GC-B cells, CNP EC30, cGMP TR-FRET; 0% at EC30 CNP, 100% saturating CNP;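 active = activation at 10 µM reaching about 35% in either raw or pattern-adjusted values, limit read from the data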
DAX1 inh-1: inhibitors of DAX1 repression of SF-1 activated StAR promoter. HEK293T StAR-luciferase reporter, SF-1/DAX-1 repression relief. inhibition, % at 6.8 µM. actives 1.1% (n = 370,000). AID 652010;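 active = inhibition above the mean over all tested compounds plus 3 SD, cut at about 3.6% in these data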;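 note: 0% = DAX-1 cells with DMSO and 100% = cells lacking DAX-1 with DMSO; higher inhibition means more luminescence from relief of DAX-1 repression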
ADAM10 inh: inhibitors of human ADAM10; O14672; recombinant ADAM10, EDANS/DABCYL FRET peptide cleavage, 3 h; inhibition, % at 7 µM; actives 0.62% (n = 370,000);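 active = inhibition above a per-campaign cutoff equal to the mean of compounds falling between control-based bounds plus 3 SD, cut at about 20% in these data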;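 note: 0% = DMSO wells while the 100% control is not disclosed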
hcDAF-12 act: activates DAF-12 receptor from parasite H. contortus; HEK293 hcDAF-12 lit1-tk-luc reporter, luminescence; 0% DMSO, 100% Δ7-dafachronic acid; activation, % at 6.8 µM; actives 1.4% (n = 370,000); AID 652067;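 active = activation above the mean of all tested compounds plus 3 SD, cut at about 5.5% in these data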;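 note: 100% = response to 3 µM Δ7-dafachronic acid high control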
HGIII-sPLA2 inh: Inhibits HGIII-sPLA2 liposome hydrolysis, primary screen; Q9NZ20; QFRET BODIPY PC-A2 liposome hydrolysis, fluorescence; inhibition, % at 12.2 µM; actives 0.56% (n = 370,000); AID 743126;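 active = inhibition above mean plus 3 SD of compounds lying within the high and low control bounds, cut at about 19% in these data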;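 note: 0% = median of test compound wells and 100% = no enzyme DMSO wells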
ssDAF12 agonist: activators of S. stercoralis DAF-12 nuclear receptor; HEK293 ssDAF-12/GRIP1 lit1-tk-luc reporter, luminescence; % of 3 µM dafachronic acid response; activation, % at 6.8 µM; actives 1% (n = 370,000); AID 652126;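 active = activation above the mean over all tested compounds plus 3 SD, cut at about 0.9% in these data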;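 note: 0% = DMSO-only wells and 100% = 3 µM delta7-dafachronic acid wells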
hgDAF12 agonist: hgDAF-12 agonism, primary luciferase screen; HEK293 GAL4-hgDAF12 UAS-luciferase reporter, agonist luminescence; normalized to butyrate control; activation, % at 6.8 µM; actives 1.8% (n = 370,000); AID 687014;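 active = activation above a cutoff set at the mean of all screened compounds plus 3 SD, cut at about 10% in these data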;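 note: 0% = DMSO wells and 100% = sodium butyrate wells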
SMARCA2 act: SMARCA2 function activation, primary screen; MG213 cells, MMTV-luciferase reporter, dexamethasone, overnight; activation, % at 9.1 µM; actives 1% (n = 370,000); in the data active = activation above about 7.8%;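 note: 0% = vehicle wells and 100% = reference activator wells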
FXN GAA850 act: increases GAA850 frataxin promoter reporter activity | HEK293 lucGAA850 FXN promoter luciferase reporter, 24 h; percent of 10 µM SAHA response | activation, % at 6 µM | actives 0.56% (n = 360,000) | AID 540364;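 active = activation above the average of all compounds screened plus 3 SD, cutoff fixed separately per campaign, cut at about 7.5% in these data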;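 note: 0% = DMSO wells and 100% = 10 µM SAHA wells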
DAX1 inh-2: NR0B1 (DAX1) inhibition. HEK293 Gal4-DAX1 luciferase reporter, luminescence. inhibition, % at 6.75 µM. actives 0.99% (n = 340,000). AID 504766;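 active = inhibition above the mean over all tested compounds plus 3 SD, cut at about 4.2% in these data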;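 note: 0% = DAX1-transfected cells with DMSO and 100% = empty-vector control cells with DMSO; inhibition shows as a rise in luminescence from relieved DAX1 repression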
Active calls of the source: *; i = inactive; / = no result given.

SMILES | NPR1 activator | GC-B act | DAX1 inh-1 | ADAM10 inh | hcDAF-12 act | HGIII-sPLA2 inh | ssDAF12 agonist | hgDAF12 agonist | SMARCA2 act | FXN GAA850 act | DAX1 inh-2
CCCCN(C)C(=O)C1CCC(=O)N(c2cc(OC)c(OC)c(OC)c2)C1c1ccc(OC)cc1 (centres undefined) | 0.9 | -2.0 | -0.3 | 8.2 | -0.3 | 0.4 | -1.4 | -2.3 | 0.6 | 1.9 | 1.3
O=C(CN1C(=O)S/C(=C\c2cccs2)C1=O)Nc1ccc(O)c(C(=O)O)c1 | -1.1 | -2.3 | -0.1 | 15.6 | -1.0 | -23.6 | -1.5 | 0.8 | 1.9 | -2.5 | -0.4
CCOC(=O)N1CCN(S(=O)(=O)c2ccc(F)cc2)CC1 | -1.8 | 2.1 | 0.2 | -4.6 | -2.1 | 17.3 | -0.6 | -2.8 | -0.6 | 1.9 | 0.0
COC(=O)c1ccc(N=NNc2cccc(Br)c2)cc1 | -0.1 | 1.3 | 3.1 | 2.5 | 7.9* | -2.5 | 0.4 | 15.4* | 0.5 | 4.4 | 0.5
CC(=O)Nc1ccc(NC(=O)C(C)OC(=O)c2ccc(S(=O)(=O)N3CCCCCC3)cc2)cc1 (centres undefined) | -2.7 | 1.4 | -0.6 | 2.9 | -0.6 | 0.3 | -1.0 | 0.6 | 5.1 | -0.3 | 1.0
COc1ccc(S(=O)(=O)NN(C)C(=O)c2nn(-c3ccccc3)ccc2=O)cc1 | -1.2 | 3.6 | -0.7 | -4.0 | 1.6 | -0.8 | -1.4 | 0.5 | -3.5 | 2.6 | 1.3
C/C(=N\NC(=O)CN(c1ccccc1)S(=O)(=O)c1ccccc1[N+](=O)[O-])C(C)(C)C | -1.3 | 3.1 | 0.4 | 10.8 | -1.6 | -8.8 | -1.2 | -1.3 | -0.8 | -4.3 | -0.2
O=C(Nc1cccc(-c2cn3ccccc3n2)c1)c1cc2ccccc2oc1=O | 2.0 | 5.3 | 0.9 | 9.4 | 3.1 | 4.0 | -1.5 | 4.6 | -2.1 | 2.5 | -0.2
COc1cccc(OCC(=O)Nc2ccccc2NC(C)=O)c1 | -1.3 | 3.9 | -0.8 | 7.6 | -0.7 | 3.5 | -0.9 | -0.2 | 2.6 | 1.2 | -0.5
COc1ccc(CNCc2ccncc2)c(OC)c1 | -4.8 | 3.8 | -0.7 | -3.4 | -1.0 | -4.6 | -1.8 | -1.5 | -3.8 | 0.7 | -0.3
O=C(COc1ccc(Br)cc1)N/N=C1\SCC(=O)N1c1ccc(F)cc1 | -2.4 | -3.4 | -0.6 | -0.6 | -2.1 | 14.1 | -1.4 | -0.6 | -1.8 | 3.0 | -1.0
COc1ccccc1NS(=O)(=O)c1cccc(N2CC(O)=C(c3ccccc3)C2=N)c1 | -2.8 | -4.9 | 0.2 | 1.8 | -2.9 | -5.4 | -1.3 | -2.4 | 0.2 | -3.0 | -0.3
O=C(c1ccccc1)c1ccc(Cn2cc(CCCO)nn2)cc1 | 1.5 | 6.3 | -1.8 | -4.4 | -3.8 | -0.2 | -1.5 | -5.1 | -1.1 | 0.4 | -3.4
CCC/C(O)=C1\C(=O)CC(C)(C)CC1=Nc1ccc(OC)cc1 | -1.1 | 4.5 | -0.6 | 9.9 | -2.5 | 1.7 | -2.1 | -1.3 | 2.8 | 1.8 | -2.9
O=C(NC12CC3CC(CC(C3)C1)C2)c1ccccc1 | -0.8 | 1.5 | 0.6 | 3.2 | -0.8 | 6.3 | -1.4 | 1.8 | -1.1 | 2.1 | -0.5
Cc1c(OCC(=O)NCC(O)c2ccccc2)ccc2c3c(c(=O)oc12)CCCC3 (centres undefined) | -0.6 | -3.9 | -4.0 | -192.8 | -3.4 | -12.5 | -1.1 | -2.6 | -0.9 | 2.1 | -0.1
c1cc(-c2cccs2)nc(-c2cccs2)c1 | 3.2 | 2.7 | 0.0 | 0.9 | -2.0 | -6.9 | 0.0 | -2.8 | 0.0 | 0.1 | 1.9
Cc1sc2ncnc(SCC(=O)NC(C)C(C)C)c2c1C (centres undefined) | -3.5 | -0.9 | -0.7 | -7.9 | -0.8 | 0.4 | -2.0 | -0.9 | -4.4 | 0.4 | 1.1
Cc1nn(-c2ccccc2)c(N2CCCC2)c1/C=N/Nc1ccc(S(N)(=O)=O)cc1[N+](=O)[O-] | -18.7 | -10.8 | 0.0 | 6.5 | -1.3 | 7.0 | -1.5 | 0.7 | 1.3 | 6.9 | -0.7
CCC(C)NCCOc1ccccc1C (centres undefined) | 0.8 | -8.4 | 0.1 | 1.1 | 0.3 | 6.9 | -1.9 | -4.9 | -0.6 | 0.2 | 0.1
Cc1c(C(=O)COC(C)(C)C)[nH]c2ccccc12 | 5.2 | -0.8 | 1.5 | 4.6 | 1.4 | -6.6 | -0.5 | 0.9 | 1.1 | 0.8 | 0.2
Cc1cccc(CCNC(=O)C2CCN(S(=O)(=O)c3cccc4nsnc34)CC2)c1 | -1.4 | 0.3 | 0.4 | -2.5 | 0.2 | 7.8 | -1.8 | -0.1 | -2.0 | -1.2 | 1.7
O=C(Nc1ccccc1C(=O)NC(Cc1ccccc1)C(=O)O)c1ccco1 (centres undefined) | 2.5 | 4.8 | -0.3 | 8.9 | 2.8 | -6.2 | -0.6 | 0.3 | -0.8 | -0.2 | 0.4
Cc1ccc(C)c(NC(=O)C2CC(O)CN2C(=O)Oc2ccccc2)c1 (centres undefined) | -0.3 | 1.2 | -0.8 | -3.0 | 3.7 | 4.8 | -0.9 | -2.4 | -2.6 | 0.6 | 0.8
O=S1(=O)CC(N2CC=CC2)CN1C1CCCCC1 (centres undefined) | 1.5 | -1.4 | 0.3 | -2.3 | -0.2 | -8.5 | -0.2 | -3.1 | 3.7 | / | /
COc1ccccc1C(=O)Nc1sc2c(c1C(N)=O)CCCC2 | -18.0 | -17.8 | 0.4 | -187.9 | 3.0 | 16.8 | 0.9* | 2.6 | 2.1 | 3.1 | 0.6
S=C(Nc1ccc(I)cc1)OC1CCC12CCC(c1ccccc1)CC2 (centres undefined) | 1.7 | 10.0 | -0.7 | 1.9 | 0.4 | 0.7 | -1.4 | 0.3 | -1.2 | / | /
CC(=O)NCCNC(=O)c1ccc(Cn2c(=O)[nH]c3ccsc3c2=O)cc1 | 3.0 | 4.2 | -0.1 | -2.2 | -0.8 | -2.6 | -1.5 | 2.8 | 2.4 | -0.4 | 0.8
CCOc1ccc(NC(=O)Cn2nnc3c(cnn3-c3ccc(F)cc3)c2=O)cc1 | 6.3 | -1.5 | -1.8 | -3.0 | 0.9 | -3.2 | -0.1 | 5.2 | -0.6 | -2.0 | 1.8
NCc1cccc(-n2cccn2)c1 | 1.1 | -1.3 | 0.0 | -2.2 | -1.5 | 7.1 | -1.5 | -1.2 | -2.4 | -2.0 | 0.7
CC(C)C(=O)N1N=C(c2ccc(NS(C)(=O)=O)cc2)CC1c1cccs1 (centres undefined) | -4.7 | 1.7 | -0.8 | i | -0.8 | -5.3 | -1.6 | -0.5 | 5.8 | 1.3 | -0.8
COc1ccccc1CNC(=O)CCNC(=O)Cn1ccc2ccccc2c1=O | -8.3 | 6.8 | -0.7 | -23.1 | -0.7 | 7.8 | -1.1 | 1.1 | 3.7 | -0.1 | -0.2
CCN(CC)C(=O)CC(c1ccc(F)cc1)c1ccc(OC)cc1 (centres undefined) | -15.4 | -12.8 | -0.2 | 3.8 | -2.0 | 6.8 | -1.4 | 2.4 | -1.8 | -1.0 | 1.0
Cc1ccc(S(=O)(=O)N2CCN(C(=O)CN3C(=O)NC(C)(c4ccc5ccccc5c4)C3=O)CC2)cc1 (centres undefined) | 3.0 | 8.9 | -1.8 | 9.7 | -2.0 | -26.2 | -1.1 | -3.0 | -2.6 | 0.5 | -0.4
Cc1cc(-c2nnc(SCC(=O)Nc3ccc(S(N)(=O)=O)cc3)n2N)n[nH]1 | 0.5 | 4.0 | -0.2 | -0.8 | -1.5 | 4.8 | -0.9 | -0.4 | -2.3 | -0.7 | 0.3
CN1CCN(c2ccc(C(CC(N)=O)NC(=O)c3ccccc3)cc2[N+](=O)[O-])CC1 (centres undefined) | 0.6 | 3.5 | -0.4 | 4.8 | 1.7 | 3.7 | -1.5 | 0.5 | 0.4 | -2.5 | 0.4
O=c1[nH]c2ccccc2c(O)c1O | 8.0 | 7.3 | -2.8 | -43.7 | -0.1 | -1.8 | -0.2 | -2.7 | 0.9 | 2.2 | -0.4
NC(=O)c1ccc[n+](CC(=O)Nc2ccccc2C(=O)O)c1 | 1.6 | 2.0 | -0.1 | 0.0 | -0.7 | -0.1 | -1.6 | -1.5 | -1.1 | 1.6 | 1.0
CC(C)C(NS(=O)(=O)c1cccs1)C(=O)Nc1nc(C(C)(C)C)cs1 (centres undefined) | -3.5 | 0.2 | -0.9 | 5.5 | -0.7 | -6.2 | -0.9 | -0.4 | -1.2 | -2.5 | -1.5
COc1ccc(S(=O)(=O)N(C)C[C@H]2Oc3c(NS(=O)(=O)c4ccc(F)cc4)cccc3C(=O)N([C@H](C)CO)C[C@@H]2C)cc1 | 1.1 | 5.7 | -0.4 | 5.6 | 0.2 | -22.3 | -0.8 | -1.3 | -2.9 | -4.7 | 0.0
CC(=O)Nc1nnc(-c2ccco2)o1 | 2.6 | 8.4 | 1.4 | -1.2 | -2.3 | 5.8 | -1.7 | 0.4 | -0.9 | 1.0 | 0.0
Cc1ccc(OCCC(=O)OCC(=O)NC2CCCC2)cc1 | 2.0 | 4.3 | 0.9 | -3.6 | -1.2 | 3.9 | -0.9 | 0.6 | -1.8 | 0.4 | 1.1
CN(c1cccc(Cl)c1)S(=O)(=O)c1cccc(C(=O)NCc2ccncc2)c1 | 0.7 | 0.7 | -4.0 | -8.4 | -0.7 | 4.9 | -1.9 | -2.2 | -3.9 | 1.1 | -1.2
Cc1ccc2c(c1)c1c(n2CC2COC(C)(C)O2)C(=O)CCC1 (centres undefined) | -6.0 | 1.7 | -0.3 | -201.0 | -0.4 | -3.5 | -1.5 | 3.1 | 1.0 | 0.4 | -0.5
COc1ccc(C(=O)N2CCCCC2)cc1S(=O)(=O)Nc1cccc(C(=O)O)c1 | 5.0 | -0.3 | 0.1 | -15.3 | -0.8 | -0.9 | -1.5 | 1.7 | -2.3 | 0.4 | 4.0
CCCn1nc(NS(=O)(=O)c2cccc3nonc23)c2cc3cccc(C)c3nc21 | -1.4 | -0.8 | -0.1 | -6.0 | 0.1 | -5.7 | -0.8 | -0.8 | -2.6 | 1.3 | 0.1
O=C(C1CCN(C2CC(=O)N(c3cccc(Cl)c3)C2=O)CC1)N1CCCC1 (centres undefined) | 6.2 | 9.9 | -0.2 | -4.0 | -1.0 | 1.8 | -1.0 | 1.6 | 1.6 | -0.2 | 1.0
CC(=O)c1cccc(NC(=O)CSc2nnc(C(C)N(C)C)n2Cc2ccccc2)c1 (centres undefined) | -1.5 | 3.1 | -0.3 | -7.1 | -1.1 | 1.6 | -1.3 | 0.6 | -2.4 | -1.5 | -1.2
